# Screening data as filed in PubChem BioAssay.
# G9a inh: inhibitors of human histone lysine methyltransferase G9a. AID 504332. hit rate 8.8% among 350,000. Potency, µM (doses to about 102 µM), for the others: top-dose activity, negative = inhibition, actives largely listed as inhibitors. G9a H3K9 monomethylation, AlphaScreen, 2 h; also: potency is read from the fitted curve at half-maximal effect; % is scaled to controls: 0 for no effect and ±100 for the full control effect; nearly all actives have a fitted effect of over 75% in size
#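 Using a bead-based AlphaScreen, monomethylated H3K9 product from 2 h room-temperature reactions (G9a 20 nM, peptide 500 nM, SAM 20 uM) was detected with 0.5 ug/mL rabbit anti-H3K9me1 antibody.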
# HP1b chromo inh: inhibitors of HP1-beta chromodomain binding to methylated histone tails | AlphaScreen HP1-beta / biotin-H3K9me3 peptide binding | Potency, µM (highest dose often 114 µM), for inactives: at the highest dose activity change, negative = inhibition, actives largely listed as inhibitors | hit rate 0.56% among 390,000; also: potency is read from the fitted curve at half-maximal effect; nearly all actives have a fitted effect of over 70% in size; inactives centre near 23
#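 AlphaScreen: HP1-beta (50 nM) preformed 30 min with biotin-H3(1-18)K9me3 peptide (50 nM) in PBS pH 7.4, 0.01% Tween-20. Compound added for 30 min at RT, then streptavidin donor/nickel chelate acceptor beads (10 ug/mL) for 30 min.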
# RGS4 inhibitor: blocks human RGS4-accelerated GTP hydrolysis; Transcreener GDP fluorescence polarization, RGS4-accelerated GTP hydrolysis; Potency, µM (series often up to 114 µM), inactives show at the top dose activity change, negative = inhibition, usual class: inhibitors; P49798; AID 504845; hit rate 0.039% among 390,000; also: potency is read from the fitted curve at half-maximal effect; % is scaled to controls: 0 for no effect and ±100 for the full control effect; nearly all actives have a fitted effect of over 75% in size; some results filed as inactive show a strong effect at the top dose
#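 MLSMR compounds (23 nl, pin-transferred) preincubated 10 min at room temperature with a 500nM (2x) first reagent, then RGS4 at 900nM (2x) plus Transcreener GDP mix added; fluorescence polarization (620/688 nm) read before and after 90 min at 30 °C.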
# JMJD2A Tudor: JMJD2A Tudor domain (human) inhibition | O75164 | AlphaScreen JMJD2A-Tudor / H3K4me3 peptide binding | Potency, µM (top dose mostly 114 µM), for inactives: at the highest dose activity change, negative = inhibition, actives largely listed as inhibitors | hit rate 4.4% among 390,000 | AID 504339; also: potency is read from the fitted curve at half-maximal effect; % is scaled to controls: 0 for no effect and ±100 for the full control effect; nearly all actives have a fitted effect of over 50% in size
# PI4K2A inh: PI4K2A (human) kinase inhibition | hit rate 0.13% among 420,000 | activity change, negative = inhibition, % at 76.9 µM | purified PI4K2A, ADP-Glo luminescence, 1 h; stronger effect = lower value | Q9BTU6 | AID 1346378; in the data active = activity change below about -50%; inconclusive = mostly about -30% to -49%;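 also: -100% = wells without enzyme as full effect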
#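 PI4K2A activity was measured by ADP-Glo luminescence: enzyme (4 ug/mL stock) and phosphatidylinositol (1.2 mM stock) in Tris pH 7.5/MgCl2/EGTA/Triton X-100 buffer were reacted with ATP (300 microM stock) for one hour at ambient temperature.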
# ALOX12 inh: ALOX12 (human) lipoxygenase inhibition. purified 12hLO, xylenol orange hydroperoxide absorbance. Potency, µM (doses to about 108 µM), without a hit: at the highest dose activity change, negative = inhibition, actives largely listed as inhibitors. hit rate 1.1% among 580,000. AID 1671190; also: potency is read from the fitted curve at half-maximal effect; % is scaled to controls: 0 for no effect and ±100 for the full control effect
#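 Purified human 12hLO at 150 nM in 25 mM Hepes, 0.01% Triton X-100, pH 7.0, preincubated 15 min at room temperature with compound. Reaction started with 40 uM arachidonic acid, 30 min at room temperature. Hydroperoxide measured by Fe-xylenol orange, 573/405 nm absorbance ratio.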
# BAZ2B block: blocks human BAZ2B | Q9UIF8 | AlphaScreen BAZ2B-H3K14Ac peptide displacement | Potency, µM (doses to about 114 µM), for the others: top-dose activity change, negative = inhibition, most hits filed as inhibitors | hit rate 4.4% among 360,000; also: potency is read from the fitted curve at half-maximal effect; % is scaled to controls: 0 for no effect and ±100 for the full control effect; nearly all actives have a fitted effect of over 60% in size
# Target sequence (Q9UIF8 whole entry, looked up): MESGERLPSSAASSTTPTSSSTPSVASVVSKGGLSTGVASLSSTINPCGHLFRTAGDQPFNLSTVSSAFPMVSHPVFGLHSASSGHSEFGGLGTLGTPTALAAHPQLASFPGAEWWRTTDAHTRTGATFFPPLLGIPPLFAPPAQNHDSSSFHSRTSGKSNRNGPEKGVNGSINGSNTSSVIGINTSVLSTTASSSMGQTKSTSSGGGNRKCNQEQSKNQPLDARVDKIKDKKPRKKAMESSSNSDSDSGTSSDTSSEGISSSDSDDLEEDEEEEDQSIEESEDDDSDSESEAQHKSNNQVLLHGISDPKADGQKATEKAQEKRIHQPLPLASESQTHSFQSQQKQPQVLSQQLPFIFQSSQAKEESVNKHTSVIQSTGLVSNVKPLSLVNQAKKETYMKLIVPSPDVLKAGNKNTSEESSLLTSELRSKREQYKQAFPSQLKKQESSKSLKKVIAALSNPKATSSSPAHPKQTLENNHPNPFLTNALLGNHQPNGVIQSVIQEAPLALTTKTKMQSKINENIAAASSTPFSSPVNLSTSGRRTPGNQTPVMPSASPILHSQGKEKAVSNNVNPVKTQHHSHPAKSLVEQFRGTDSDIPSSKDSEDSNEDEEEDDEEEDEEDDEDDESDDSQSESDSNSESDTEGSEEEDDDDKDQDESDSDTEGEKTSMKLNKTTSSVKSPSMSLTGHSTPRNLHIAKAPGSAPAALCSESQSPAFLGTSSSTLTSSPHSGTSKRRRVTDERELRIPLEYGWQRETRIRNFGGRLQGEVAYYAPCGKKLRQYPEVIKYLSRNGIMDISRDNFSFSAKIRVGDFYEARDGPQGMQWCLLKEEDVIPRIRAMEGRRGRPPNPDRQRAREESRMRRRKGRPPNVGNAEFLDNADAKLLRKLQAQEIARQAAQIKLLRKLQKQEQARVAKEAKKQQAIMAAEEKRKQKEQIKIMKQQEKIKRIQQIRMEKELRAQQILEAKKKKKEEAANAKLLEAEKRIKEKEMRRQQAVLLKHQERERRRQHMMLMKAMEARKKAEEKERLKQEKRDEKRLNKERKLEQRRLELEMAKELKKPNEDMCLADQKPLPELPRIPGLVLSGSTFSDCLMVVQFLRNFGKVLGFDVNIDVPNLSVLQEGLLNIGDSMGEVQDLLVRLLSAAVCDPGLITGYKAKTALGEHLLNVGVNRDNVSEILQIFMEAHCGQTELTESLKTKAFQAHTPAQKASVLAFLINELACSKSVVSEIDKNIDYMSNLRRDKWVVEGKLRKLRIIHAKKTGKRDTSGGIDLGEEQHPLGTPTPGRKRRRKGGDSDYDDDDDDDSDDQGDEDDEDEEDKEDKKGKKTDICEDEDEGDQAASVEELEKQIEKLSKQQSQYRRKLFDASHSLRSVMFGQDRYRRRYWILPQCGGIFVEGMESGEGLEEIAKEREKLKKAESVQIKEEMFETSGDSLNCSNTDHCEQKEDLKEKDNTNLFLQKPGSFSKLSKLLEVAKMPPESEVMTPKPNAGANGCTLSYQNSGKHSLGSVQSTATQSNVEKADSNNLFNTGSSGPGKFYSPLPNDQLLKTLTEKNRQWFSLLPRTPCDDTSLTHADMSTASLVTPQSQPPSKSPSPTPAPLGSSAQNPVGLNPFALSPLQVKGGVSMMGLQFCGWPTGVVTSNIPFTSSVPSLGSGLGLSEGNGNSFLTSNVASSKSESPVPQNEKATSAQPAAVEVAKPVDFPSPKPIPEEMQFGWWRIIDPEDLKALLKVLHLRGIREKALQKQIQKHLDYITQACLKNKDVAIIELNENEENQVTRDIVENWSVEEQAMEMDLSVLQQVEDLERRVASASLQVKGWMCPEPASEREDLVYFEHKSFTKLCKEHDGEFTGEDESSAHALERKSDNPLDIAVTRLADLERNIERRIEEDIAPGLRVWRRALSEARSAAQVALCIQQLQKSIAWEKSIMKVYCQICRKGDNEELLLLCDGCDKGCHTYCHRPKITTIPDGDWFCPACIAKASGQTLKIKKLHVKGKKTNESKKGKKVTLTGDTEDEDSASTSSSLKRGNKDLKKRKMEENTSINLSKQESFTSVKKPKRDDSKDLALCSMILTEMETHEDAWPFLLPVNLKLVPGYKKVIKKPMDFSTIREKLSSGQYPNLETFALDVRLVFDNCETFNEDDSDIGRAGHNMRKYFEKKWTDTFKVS
#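 Compounds, titrated to a top concentration of 110 uM, were incubated 30 min at room temperature with preformed BAZ2B/acetyl-K14 H3 peptide complex (50 nM each). Proximity signal was measured by AlphaScreen after 20 min with beads.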
# ERG Ets-DNA blk: inhibitors of human ERG Ets domain-DNA interaction; fluorescence polarization, His-ERG Ets domain / labelled DNA; Potency, µM (highest dose often 76.9 µM), without a hit: at the highest dose FP activity, negative = inhibition, actives largely listed as inhibitors; hit rate 0.028% among 370,000; P11308; active = well fitted inhibition curve with a large enough effect in the polarisation, with a control signal flat; inconclusive = small, poorly fitted or top-dose-only effect, or effect the other way, or a change in a side signal; inactive = no such curve, though single readings can be large or run the other way; the % refers to the polarisation;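 also: polarization taken with two DNA probes labelled with fluorescein and Texas red; potency is read from the fitted curve at half-maximal effect; % of control where 0% means no effect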
#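 His-tagged ERG Ets domain (1 uM in the protein solution; 300mM KCl, 50mM Tris-HCl, 1mM EDTA, 1mM DTT, pH 7.5) received compound, then a probe mix of 5 nM fluorescein-DNA and 100nM Texas-615-DNA. Fluorescence polarization was read for both dyes.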
# GLS inh: glutaminase GLS (human) inhibition. O94925. GLS enzymatic activity, qHTS titration. Potency, µM (highest dose often 45.5 µM), inactives show at the highest dose activity change, negative = inhibition, usual class: inhibitors. hit rate 0.21% among 410,000; also: potency is read from the fitted curve at half-maximal effect; % is scaled to controls: 0 for no effect and ±100 for the full control effect
#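 Compounds were pin-transferred onto hKGA, after which L-glutamine (1 mM solution) and a detection mix of glutamate oxidase, HRP and Amplex Red were added. Initial and 30 min RT fluorescence reads were collected.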
# The depositor's hits bear a star; ? = inconclusive; nt = not tested or not shown; [ ] = dose if it differs, or a comment. Unless noted, calls follow the shape of the dose curve; as a rule, active = well fitted curve in the direction sought with a large enough effect; inconclusive = small, poorly fitted or top-dose-only effect, or another doubt; inactive = no such curve, though single readings can be large; an effect the other way counts as inactive or inconclusive. These rows are one share of the data; rates above refer to the full screens.
SMILES,G9a inh,HP1b chromo inh,RGS4 inhibitor,JMJD2A Tudor,PI4K2A inh,ALOX12 inh,BAZ2B block,ERG Ets-DNA blk,GLS inh
COC(=O)c1cc(S(=O)(=O)Nc2ccc(C)cn2)c[nH]1,-3.5%,28.0%,-0.6%,-14.0%,0.2,5.8%,-10.6%[57.1 µM],17.3%,1.6%
C=C(C)Cn1c(CNC(C)=O)nc2ccccc21,3.7%[59 µM],36.7%,-19.2%,-11.7%,-0.3,17.4%,7.1%,9.7%,5.4%
Cc1ccc(CNC(=O)C2CCC(=O)N2C(C)C)cc1 (stereo unspecified),1.2%,81.3%[activator],-20.7%[56.9 µM],-9.8%,5.5,0.0%,9.4%,-7.8%,-11.8%
Cc1cccc(NC(=O)c2cnccn2)c1,-7.9%[0.501 µM],23.9%,12.7%,-10.2%,-4.1,0.0%,11.2%,4.1%,6.2%
CCOc1ccc(-c2nonc2NC(=O)c2ccccc2C)cc1,26.4%[59 µM],78.3%[activator],3.4%,-19.2%,-6.0,-26.8%,8.3%,-4.5%,0.6%
CCC1CCc2sc(C(=O)NCC3CCCO3)cc2C1 (stereo unspecified),3.0%[12.7 µM],40.3%[activator],-18.9%,-5.2%,0.7,-5.2%,-3.8%,-24.8%,-10.7%
O=C(Nc1ccc(N2CCOCC2)cc1)c1c(F)cccc1Cl,?,16.9%,-5.6%,-5.5%,5.9,-7.8%,-26.7%,-3.6%,-14.2%
Cc1ccccc1C(=O)NC1CCS(=O)(=O)C1 (stereo unspecified),-7.8%,25.7%,13.7%,7.6%,5.3,6.1%,9.2%,-3.7%,-0.4%
Cc1ccc(OCC(=O)N(Cc2ccc(N(C)C)cc2)C2CCS(=O)(=O)C2)cc1 (stereo unspecified),39.8µM*,-14.7%,-11.1%,?,-3.1,0.0%,?,0.8%,9.0%
CC(OC(=O)Cn1cnc2ccccc2c1=O)C(=O)NCc1ccccc1 (stereo unspecified),10.0%,-8.5%,-1.6%,-11.3%,4.8,-0.8%,-1.1%,-4.6%,4.7%
CC(=O)N1CCc2cc(S(=O)(=O)CCC(=O)Nc3cccc(F)c3)ccc21,3.1%[59 µM],33.9%[activator],-15.3%,7.3%,-1.3,0.0%,-0.8%,-2.1%,-8.3%
O=C(COC(=O)/C=C/c1ccc(S(=O)(=O)N2CCOCC2)cc1)NCc1ccc(F)cc1,-4.3%,-1.6%,5.3%,-15.9%,-2.7,-13.2%,-9.0%,-14.2%,5.6%
Cc1ccc(NC(=O)COC(=O)c2ccco2)cc1,6.2%,27.8%,5.9%,-19.2%,4.7,1.7%,3.0%,3.9%,13.6%
CCOc1ccc2nc(Cl)c(C3CC(c4ccc(OC)cc4)=NN3S(C)(=O)=O)cc2c1 (stereo unspecified),-6.5%[59 µM],8.4%,18.4%,-10.3%,-1.6,-24.6%,-5.1%,8.6%,0.2%
CC(C)(C)SC(=O)C[C@@H]1NS(=O)(=O)OC2CCCCC21 (stereo partly specified),-9.6%,16.7%,9.2%,-17.9%,-1.9,-2.7%,-2.5%,-3.9%,-1.3%
NS(=O)(=O)c1ccc(CCNC(=O)C2CCCO2)cc1 (stereo unspecified),nt,16.8%,7.8%,-16.1%,5.2,9.4%,9.6%,7.1%,1.8%
CCn1c(CCNC(=O)c2ccc(Cl)cc2)nnc1SCC(=O)NC1CCCC1,34.5%[12.7 µM],29.9%,-12.7%,-5.6%,3.8,16.4%,-7.1%,-4.4%,-14.1%
COc1cc(/C=N/NC(N)=O)ccc1OCC(=O)Nc1cc(C)c(C)cc1Br,nt,4.0%,-19.8%,4.5%,8.0,149.5%[activator],-13.1%,-3.4%,-2.2%
O=C(CN(Cc1ccc(F)cc1)C(=O)CNS(=O)(=O)c1ccccc1)NCc1ccco1,-12.0%,-1.3%,0.6%,-21.4%,2.2,-11.2%,-3.1%,2.3%,-1.7%
O=C(Nc1cccc(C(=O)O)c1)Nc1ccccc1Cl,-5.1%,35.6%,-18.1%,0.7%,-18.8,5.2%,-3.0%,3.6%,-0.4%
C=CCOc1c(Br)cc(/C=C(\C#N)C(N)=O)cc1OC,nt,24.0%,-36.5%,1.0%,20.6,-3.5%,-8.6%,14.9%,-9.8%
CC(=O)Nc1c(C(=O)N2CCOCC2)cnn1-c1ccc(C)c(C)c1,34.6%[12.7 µM],62.8%[activator],-12.2%,-11.9%,2.7,-8.4%,-2.1%,1.6%,-5.9%
CCN(CC(=O)NCc1ccc(Cl)cc1)C(=O)C1CCN(S(=O)(=O)c2ccc(OC)c(OC)c2)CC1,-29.4%,27.2%,-18.7%,-3.4%,-2.9,-12.4%,4.4%,18.1%,7.1%
O=C1/C(=C/c2ccco2)N=C(N2CCCCC2)N1c1ccccc1,?,0.4%,-23.0%,-25.2%,-0.5,-25.4%,79.4µM*,27.5%,10.6%
CO/N=C/c1c(C(=O)OC)nn(-c2ccccc2)c1Cl,23.2%,23.0%,-107.8%[56.9 µM],?,-0.6,?,-3.0%,-9.6%,?
Cc1ccc(Cn2c(C)c(CNCc3ccccc3F)c(C(=O)O)c2C)cc1,3.5%[59 µM],18.0%,-2.9%,-9.1%,1.1,-13.3%,-15.7%,2.3%,5.4%
Cc1cc(Br)ccc1OCC(=O)NNC(=O)Cc1ccccc1,5.0%[59 µM],69.6%[activator],2.0%[11.4 µM],6.5%,0.0,4.7%,7.8%,1.3%,6.2%
O=C(/C=C/c1ccc([N+](=O)[O-])cc1)NC1CC2CCC1C2 (stereo unspecified),2.0%,-20.3%,?,?,-6.4,10.9%,-27.7%,0.1%,-7.0%
Cc1nn(C)c(C)c1Sc1ccccc1N,-0.8%,31.6%,-6.7%,3.0%,-0.5,27.7%,-16.5%,-7.2%,-4.6%
Nc1nonc1C(=O)NCCN=Cc1ccccc1O,0.1%[0.0925 µM],15.0%,22.8%,-20.5%,-1.2,4.3%,?,13.9%,20.2%
CCOC(=O)/C(=N/Nc1ccc(Br)cc1)N1CC(C)OC(C)C1 (stereo unspecified),nt,-6.8%,2.0%,?,11.4,?,nt,2.1%,3.5%
Cn1c(CNC(=O)CNC(=O)c2cccc(Cl)c2)cc(=O)n(C)c1=O,34.0%,28.5%,-49.1%,-2.1%,4.4,-3.5%,-1.7%[57.1 µM],-4.6%,-4.2%
CCc1c(C)c2ccc(OCC(=O)OC)cc2oc1=O,-34.1%,21.8%,15.9%,-3.6%,3.2,25.6%,-1.1%,6.3%,-8.3%
CC1CCCCC1NC(=O)COC(=O)c1cc(=O)[nH]c2ccccc12 (stereo unspecified),nt,6.5%,17.3%,-24.1%,-2.2,390.1%[activator],nt,-9.6%,3.3%
Cc1ccc(CN2C(=O)c3oc4ccc(C)cc4c(=O)c3C2c2ccc(O)cc2)cc1 (stereo unspecified),?,27.2%,-7.0%,-9.6%,3.4,-16.6%,-26.5%,5.3%,-12.3%
O=C1CCCc2c1cc(C(=O)NCc1ccco1)c(=O)n2-c1ccc(Cl)cc1,-40.7%[59 µM],-0.8%,-43.3%,-30.1%,1.6,-31.9%,-1.7%,-8.9%,-17.3%
O=C(NC1(C(F)(F)F)NC(=O)N(c2ccc(F)cc2)C1=O)c1cccs1 (stereo unspecified),-9.4%[59 µM],19.4%,8.2%,-9.7%,4.8,4.9%,-4.5%,nt,-8.4%
NC(=O)c1c(C(F)(F)F)cc(-c2ccccc2)nc1NCCO,3.9%[59 µM],36.1%,-3.9%,-0.9%,0.1,0.0%,9.6%,-4.8%,-9.7%
COc1ccc(CCNC(=O)c2cc(C3CC3)nc3c2cnn3C(C)C)cc1,24.3%[12.7 µM],54.1%[activator],-2.8%,9.8%,5.1,-26.8%,48.9%[activator],29.3%,0.4%
Cc1ccc(NC(=S)NC(=O)c2cncc(Br)c2)c(C)c1,nt,49.1%[activator],-13.7%,-11.0%,-4.1,53.4%,nt,10.4%,0.2%
O=C(Oc1ccc(/C=N/NC(=O)c2ccccn2)cc1)c1ccc(Br)cc1,nt,20.3%,3.7%,-11.7%,-0.8,0.5%,nt,4.7%,2.9%
NC(=O)C[C@H]1NC(=O)[C@H](CCC(=O)O)NC(=O)c2cc([N+](=O)[O-])cc(I)c2NCCC[C@@H](C(N)=O)NC1=O,44.7µM*,40.7%[activator],-13.0%,-19.3%,-6.6,-15.4%,?,-1.0%,0.8%
CCn1c(C)cc(/C=C2/SC(=O)N(CC(=O)N3CCCC3)C2=O)c1C,-49.2%,10.0%,2.3%,-18.7%,-3.4,?,-27.0%,-1.7%,-1.8%
CC1(c2ccc3c(c2)OCO3)NC(=O)N(CC(=O)Nc2ccccc2[N+](=O)[O-])C1=O (stereo unspecified),?,9.2%,-2.8%,-18.6%,-0.8,-23.6%,-0.3%,nt,6.1%
